# KDM4C inh: inhibitors of human demethylase GASC-1 KDM4C. AID 720574. GST-KDM4C 2-372, H3K9me3 peptide, LANCE TR-FRET. 96,000 tested, 0.15% active. inhibition, % at 12.5 µM. Q9H3R0;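 active = mean replicate inhibition above about 25%, with at least 55% of replicates also reaching it, limit read from the data, passing the limit was not always enough; inconclusive = only one of those two conditions met; inactive = neither condition met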
# Target sequence (Q9H3R0 2-372 limits assumed): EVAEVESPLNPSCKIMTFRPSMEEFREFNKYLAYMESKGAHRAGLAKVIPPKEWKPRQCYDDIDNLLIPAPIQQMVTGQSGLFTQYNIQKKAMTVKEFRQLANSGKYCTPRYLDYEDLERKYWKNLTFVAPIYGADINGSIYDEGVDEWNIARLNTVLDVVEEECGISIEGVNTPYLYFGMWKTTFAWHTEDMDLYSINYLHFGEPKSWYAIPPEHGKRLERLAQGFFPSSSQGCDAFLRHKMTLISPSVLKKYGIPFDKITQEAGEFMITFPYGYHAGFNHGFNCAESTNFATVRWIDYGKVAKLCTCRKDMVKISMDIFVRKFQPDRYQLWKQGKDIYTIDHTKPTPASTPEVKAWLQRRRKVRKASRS
#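 Compound: one test concentration per compound; Material: GST-GASC-1 enzyme fragment 2-372; Amount: GASC-1 enzyme at 10 nM final in reaction; Also added: H3K9me3 peptide substrate, Fe(II), 2-oxoglutarate; Technique: LANCE TR-FRET; Times: 30 min demethylation and 1 h detection at room temperature.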
# C diff HTS: blocks growth of Clostridium difficile | Clostridium difficile clinical isolate growth, OD600, 24 h; stronger effect = lower value | 86,000 tested, 0.25% active | growth activity, negative = inhibition, % at 16 µg/mL (by protocol);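 active = mean growth activity at or below -80% and every replicate also at or below -80%; inconclusive = mean at or below -80% but some replicate above -80%; inactive = mean growth activity above -80%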;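 also: 0% = DMSO wells and -100% = levofloxacin 16 µg/mL wells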
# Pf Dd2 growth: inhibitors of Plasmodium falciparum Dd2 growth | P. falciparum Dd2 growth, SYBR Green, 72 h; stronger effect = lower value | activity change, % at 10 µM | 94,000 tested, 2.3% active | AID 1159554; in the data active = activity change below about -80%; inconclusive = no clear call, values can overlap the other calls
# Tcruzi prolif: T. cruzi proliferation inhibition | T. cruzi beta-gal in NIH3T3, GalScreen luminescence, 90 h | inhibition, % at 8.34 µM | 77,000 tested, 5.9% active | AID 624255;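 active = mean inhibition above about 93%, with at least 55% of replicates each passing it, limit read from the data, passing the limit was not always enough; inconclusive = only one of those two conditions holds; inactive = neither condition holds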
# * hit, by the source's call; ? = inconclusive; nt = no result given; & = joins results of further samples.
# Below each compound: Pf Dd2 growth	C diff HTS	Tcruzi prolif	KDM4C inh
1: C[C@@H]1CN([C@H](C)CO)C(=O)c2cc(NC(=O)CCCCCC(=O)Nc3ccccc3N)ccc2O[C@@H](C)CCCCO[C@@H]1CN(C)S(=O)(=O)c1ccc(Cl)cc1
  -78	nt	79	-0.4
2: COc1ccc(NC(=O)Nc2ccc3c(c2)C(=O)N([C@@H](C)CO)C[C@@H](C)[C@@H](CN(C)C(=O)Nc2ccc(C(F)(F)F)cc2)O3)cc1
  -42	nt	-160	-2.1
3: COc1ccccc1NC(=O)N(C)C[C@@H]1OCc2ccccc2-c2ccccc2C(=O)N([C@H](C)CO)C[C@@H]1C
  -7	-3	55	-1.2
4: CCCNC(=O)C[C@@H]1C[C@@H]2c3cc(NC(=O)Nc4ccc(OC)cc4)ccc3O[C@@H]2[C@H](CO)O1
  -22	-8	66	-1.0
5: COc1ccc(NC(=O)N(C)C[C@@H]2Oc3ccc(NC(=O)CCCCCC(=O)Nc4ccccc4N)cc3CC(=O)N([C@H](C)CO)C[C@H]2C)cc1
  17	0	12	0.2
6: C[C@@H]1CN([C@H](C)CO)S(=O)(=O)c2ccc(C#Cc3ccncc3)cc2O[C@@H]1CN(C)CC1CC1
  -51	0	-27	-1.5
7: O=S(=O)(c1cccs1)N1CCCCN2[C@H](CO)[C@@H](c3ccc(/C=C/c4ccccc4)cc3)[C@@H]2C1
  8	3	97*	0.6
8: O=S(=O)(N[C@H]1CC[C@H](CCn2cc(-c3ccccn3)nn2)O[C@@H]1CO)c1cccc(F)c1
  -5	-3	10	2.9
9: COc1ccccc1CNC(=O)C[C@H]1C[C@@H]2c3cc(NC(=O)Nc4ccc(C(F)(F)F)cc4)ccc3O[C@@H]2[C@H](CO)O1
  -76	17	66	-1.9
10: CNC[C@@H]1OCCCC[C@@H](C)Oc2ccc(NC(=O)NC(C)C)cc2C(=O)N([C@H](C)CO)C[C@H]1C
  -12	6	1	?
11: CCC(=O)N1CC2(CCN(Cc3cccnc3)CC2)c2c(n(C)c3cc(OC)ccc23)[C@H]1CO
  0	3	nt	4.6
12: C[C@H](CO)N1C[C@H](C)[C@@H](CN(C)C)Oc2cc(-c3ccccc3)ccc2S1(=O)=O
  1	0	nt	0.1
13: O=C(C[C@H]1CC[C@@H](NC(=O)c2cccnc2)[C@@H](CO)O1)NCCN1CCCCC1
  -27	-5	nt	1.0
14: O=C(Nc1ccccc1F)N1C[C@@H]2[C@H](c3ccccc31)[C@H](CO)N2C(=O)Cc1ccccc1
  -7	-1	15	-0.9
15: C[C@H](CO)N1C[C@H](C)[C@@H](CN(C)C(=O)Nc2ccc(C(F)(F)F)cc2)OCCCC[C@H](C)Oc2ccc(NS(C)(=O)=O)cc2C1=O
  -11	3	58	0.6
16: CCCNC(=O)N1[C@H](CO)[C@H](c2ccccc2-c2ccccc2)[C@@H]1C#N
  -56	-4	nt	-0.1
17: CCS(=O)(=O)NCC[C@@H]1CC[C@@H](NC(=O)Nc2ccccc2)[C@H](CO)O1
  -41	-5	3	0.5
18: C[C@@H]1CCCCO[C@H](CN(C)S(=O)(=O)c2ccc(F)cc2)[C@@H](C)CN([C@H](C)CO)C(=O)c2cc(NC(=O)Nc3ccc(F)cc3)ccc2O1
  -31	4	49	-1.0
19: CC(=O)N1CC2(C1)[C@H](c1ccc(-c3ccccc3C)cc1)[C@@H](CO)N2C(=O)CC1CC1
  -24	-11	nt	0.1
20: CCN(C[C@@H]1N[C@@H](CO)[C@H]1c1ccc(-c2ccc(F)cc2)cc1)C(=O)CN(C)C
  -81*	-3	109*	-0.3

# Pulled by structure from above:
# Below each compound: Pf Dd2 growth	C diff HTS	Tcruzi prolif	KDM4C inh
20: CCN(C[C@@H]1N[C@@H](CO)[C@H]1c1ccc(-c2ccc(F)cc2)cc1)C(=O)CN(C)C
  -81*	-3	109*	-0.3
14: O=C(Nc1ccccc1F)N1C[C@@H]2[C@H](c3ccccc31)[C@H](CO)N2C(=O)Cc1ccccc1
  -7	-1	15	-0.9
15: C[C@H](CO)N1C[C@H](C)[C@@H](CN(C)C(=O)Nc2ccc(C(F)(F)F)cc2)OCCCC[C@H](C)Oc2ccc(NS(C)(=O)=O)cc2C1=O
  -11	3	58	0.6
18: C[C@@H]1CCCCO[C@H](CN(C)S(=O)(=O)c2ccc(F)cc2)[C@@H](C)CN([C@H](C)CO)C(=O)c2cc(NC(=O)Nc3ccc(F)cc3)ccc2O1
  -31	4	49	-1.0

# Next structures.
# Below each compound: Pf Dd2 growth	C diff HTS	Tcruzi prolif	KDM4C inh
21: C[C@H](CO)N1C[C@H](C)[C@H](CN(C)C(=O)C2CC2)Oc2cc(C3=CCCCC3)ccc2S1(=O)=O
  -20	-8	66	-1.4
22: O=C(C[C@@H]1CC[C@H]2[C@@H](COC[C@H](O)CN2S(=O)(=O)c2ccccc2)O1)NCC1CCCCC1
  -30	nt	30	-1.4
23: CC(=O)N(C)C[C@H]1Oc2cc(C3=CCCC3)ccc2S(=O)(=O)N([C@@H](C)CO)C[C@@H]1C
  nt	7	7	-1.0
24: C[C@@H]1CCCCO[C@H](CN(C)C(=O)C2CCCCC2)[C@H](C)CN([C@@H](C)CO)C(=O)c2cc(NS(=O)(=O)c3ccccc3)ccc2O1
  -25	-8	71	-1.0
25: CO[C@H]1CN(C)C(=O)c2ccc(NS(C)(=O)=O)cc2OC[C@@H](C)N(CC2CCOCC2)C[C@H]1C
  32	nt	-8	1.1
26: C[C@H]1CN([C@@H](C)CO)C(=O)c2cc(C#CCN(C)C)cnc2O[C@@H]1CN(C)C(=O)Nc1ccccc1F
  12	2	-155	3.7
27: CO[C@H]1CN(C)C(=O)c2ccc(NS(=O)(=O)c3cn(C)cn3)cc2OC[C@H](C)N(CC2CC2)C[C@@H]1C
  7	-1	nt	0.2
28: C[C@@H]1CN([C@@H](C)CO)S(=O)(=O)c2ccc(-c3cccc(C(=O)N(C)C)c3)cc2O[C@H]1CN(C)C(=O)Nc1ccccc1
  -15	16	65	-2.9
29: COc1ccc2c3c(n(C)c2c1)[C@@H](CO)N(Cc1ccccc1OC)CC31CN(CC2CC2)C1
  -35	7	nt	0.1
30: CCN1[C@H](C(=O)NCc2ccccc2)[C@@H](CO)[C@@H]2Cn3c(ccc(-c4ccccc4OC)c3=O)[C@@H]21
  0	-3	49	4.4
31: CC(C)NC(=O)N1[C@@H]2CN(C(=O)Nc3ccccc3)c3ccccc3[C@@H]2[C@@H]1CO
  -16	-3	-24	-2.2
32: CCc1sc(N2[C@@H](C#N)[C@@H](c3ccccc3-c3ccccc3)[C@@H]2CO)nc1C
  -83*	0	nt	-2.1
33: C[C@@H]1CCCCO[C@@H](CN(C)Cc2ccncc2)[C@@H](C)CN([C@H](C)CO)C(=O)c2cc(NC(=O)CCCCCC(=O)Nc3ccccc3N)ccc2O1
  -37	-3	nt	-0.5
34: C[C@H]1CN([C@@H](C)CO)C(=O)Cc2cc(NC(=O)CCN3CCOCC3)ccc2O[C@@H]1CN(C)S(=O)(=O)c1ccc(Cl)cc1
  -69	-2	-9	0.2
35: CC(=O)N(C)C[C@H]1Oc2ncc(-c3cccc(F)c3)cc2C(=O)N([C@@H](C)CO)C[C@H]1C
  18	2	23	0.5
36: CC(C)NC(=O)N1C[C@H]2[C@@H](c3ccccc31)[C@@H](CO)N2C(=O)c1ccccn1
  1	-5	18	1.3
37: O=C(Cc1cccnc1)N[C@H]1CC[C@H](CCn2cc(Cc3ccccc3)nn2)O[C@H]1CO
  -5	-3	30	-0.4
38: C[C@@H]1CN([C@H](C)CO)S(=O)(=O)c2ccc(C3=CCCCC3)cc2O[C@H]1CN(C)C(=O)Nc1ccc2c(c1)OCO2
  -11	9	nt	1.1
39: Cc1ccc(S(=O)(=O)N(C)C[C@@H]2Oc3ccc(N(C)C)cc3CC(=O)N([C@H](C)CO)C[C@H]2C)cc1
  -9	-4	nt	-1.1
40: CN(C)CC(=O)N[C@H]1CC[C@@H](CCNC(=O)C2CC2)O[C@@H]1CO
  47	-9	nt	3.1
41: CO[C@@H]1CN(C)C(=O)c2cc(NC(C)=O)ccc2OC[C@H](C)N(Cc2cc(F)ccc2F)C[C@H]1C
  -58	nt	-5	1.0
42: COCC#Cc1ccc([C@H]2[C@H](CO)N3C(=O)CN(C(=O)c4cccnc4)C[C@@H]23)cc1
  19	10	nt	-1.0
43: C[C@@H]1CN([C@@H](C)CO)C(=O)c2cc(NC(=O)C3CCCCC3)ccc2O[C@@H](C)CCCCO[C@@H]1CN(C)C(=O)c1ccccc1
  -64	2	-9	-0.7
44: CCS(=O)(=O)N1CCC2(CC1)CN(C(=O)NC(C)C)[C@H](CO)c1c2c2ccc(OC)cc2n1C
  10	5	nt	-0.4
45: Cc1noc(C)c1NC(=O)Nc1ccc2c(c1)CC(=O)N([C@H](C)CO)C[C@H](C)[C@@H](CN(C)Cc1ccc(Cl)c(Cl)c1)O2
  4	-8	97	-0.2
46: O=C(NCC[C@@H]1CC[C@H](NC(=O)C2CCCCC2)[C@H](CO)O1)c1ccc(F)cc1
  -4	nt	9	0.4
47: Cc1noc(C)c1NC(=O)Nc1ccc2c(c1)C(=O)N([C@H](C)CO)C[C@H](C)[C@@H](CN(C)S(=O)(=O)c1ccccc1)O2
  -18	3	-33	1.5
48: COCC#Cc1ccc2c(c1)O[C@H](CN(C)C(=O)CC1CC1)[C@H](C)CN([C@@H](C)CO)S2(=O)=O
  -32	1	68	0.0
49: O=C(c1cnccn1)N1CC(=O)N2[C@H](CO)[C@@H](c3ccc(C#CCc4ccccc4)cc3)[C@@H]2C1
  -72	-13	nt	-1.8
50: O=C([C@@H]1[C@@H](CO)[C@@H]2Cn3c(ccc(-c4ccccc4)c3=O)[C@@H]2N1Cc1cocn1)N1CCCCC1
  7	3	6	5.0
51: O=C(NC[C@@H]1[C@H](c2ccccc2)[C@@H](CO)N1C(=O)Cc1cccnc1)C1CC1
  3	4	-15	-0.3
52: O=C(N[C@@H]1CC[C@H](CCNS(=O)(=O)c2ccccc2Cl)O[C@H]1CO)c1ccccc1
  25	-2	24	2.6
53: O=C(C[C@@H]1CC[C@H]2[C@@H](COC[C@H](O)CN2C(=O)Nc2ccc(C(F)(F)F)cc2)O1)NC1Cc2ccccc2C1
  -30	-8&-12	-1	-1.2
54: COc1ccc2c3c([nH]c2c1)[C@@H](CO)N(Cc1ccncc1)CC31CCN(C(=O)Cc2ccncc2)CC1
  -8	2	nt	-0.5
55: O=C(C[C@H]1C=C[C@H](NC(=O)Nc2ccccc2F)[C@H](CO)O1)NCc1ccc(Cl)cc1
  -1	3	-20	0.5
56: C[C@H](CO)N1C[C@H](C)[C@@H](CN(C)Cc2ccc(-c3ccccc3)cc2)Oc2ccc(NC(=O)Nc3ccc(C(F)(F)F)cc3)cc2C1=O
  -85*	12	?	-0.6
57: CC(=O)N1[C@@H]2c3cccc(=O)n3C[C@@H]2[C@@H](CO)[C@@H]1C(=O)NCc1ccccc1F
  nt	-9	5	-0.4
58: C[C@H](CO)N1C[C@H](C)[C@@H](CN(C)Cc2cccc(C(=O)O)c2)Oc2ncc(-c3ccccc3F)cc2C1=O
  -16	-4	36	-0.2
59: CNC(=O)C[C@H]1CC[C@H]2[C@H](COc3ccc(NC(=O)Nc4ccccc4F)cc3C(=O)N2C)O1
  0	2	43	1.3
60: CCCNC(=O)N1[C@H](CO)[C@H](c2ccccc2)[C@@H]1CNC(=O)c1ccccc1
  -18	9	91	-1.1
61: N#Cc1ccc(-c2ccc3c(c2)[C@H]2[C@H](CCN2Cc2ccc4c(c2)OCO4)[C@@H](CO)N3)cc1
  -41	-12	79	-0.7
62: CO[C@@H]1CC[C@@H]2CCN(C)C(=O)CC3(CCCCC3)CN(C)C(=O)c3cc(C#N)ccc3OC[C@H]1O2
  nt	4	-5	5.4
63: CCCN1[C@@H]2c3ccc(-c4ccccc4)c(=O)n3C[C@H]1[C@H](CO)[C@H]2C(=O)NCCc1cn(C)cn1
  -2	0	52	0.3
64: CCCC(O)C#Cc1cnc2c(c1)C(=O)N([C@H](C)CO)C[C@H](C)[C@H](CN(C)C(=O)Nc1ccc(F)cc1)O2 (stereo partly specified)
  21	-1	-2	2.5
65: C[C@@H]1CN([C@@H](C)CO)S(=O)(=O)c2ccc(/C=C/c3ccccc3)cc2O[C@H]1CN(C)C
  7	-2	75	-1.2
66: C[C@@H]1CN([C@H](C)CO)S(=O)(=O)c2ccc(C#C[C@@H](C)O)cc2O[C@H]1CN(C)Cc1ccc(-c2ccccc2)cc1
  -76	-6	66	1.7
67: CC(C)CN(C[C@H]1N[C@H](CO)[C@@H]1c1ccccc1)C(=O)CN(C)C
  -3	-9	-6	0.1
68: CCCNC(=O)N1C[C@H]2[C@@H](c3ccccc31)[C@@H](CO)N2C(=O)Nc1ccccc1F
  -18	-6	64	-0.6

# Full records as entered above:
# CO[C@@H]1CC[C@@H]2CCN(C)C(=O)CC3(CCCCC3)CN(C)C(=O)c3cc(C#N)ccc3OC[C@H]1O2 reads Pf Dd2 growth: nt; C diff HTS: 4; Tcruzi prolif: -5; KDM4C inh: 5.4
# C[C@@H]1CN([C@H](C)CO)S(=O)(=O)c2ccc(C#C[C@@H](C)O)cc2O[C@H]1CN(C)Cc1ccc(-c2ccccc2)cc1 reads Pf Dd2 growth: -76; C diff HTS: -6; Tcruzi prolif: 66; KDM4C inh: 1.7
